Bioassay records (PubChem BioAssay)
RMI-FANCM inh – blocks RMI1/RMI2 complex binding to FANCM MM2 peptide; Fluorescence polarization, RMI core complex with F-MM2 peptide; active compounds read low; FP signal (polarization) at 33 µM; 0.58% of 70,000 active; in the data active means FP signal below about 40; further: inactives centre near 61; strong numbers were not always called active; unit not given here
* hit, by the source's call; & = joins results of further samples.

SMILES	RMI-FANCM inh
CCOc1ccnc2c1c(=O)n(Cc1c(F)cccc1Cl)c(=O)n2C	61
CC(C)(C)OC(=O)N[C@@H](Cc1ccccc1)C(=O)NNC(=S)Nc1ccc(F)c(Cl)c1	58
Cc1ccc(NC(=O)CSc2ncc(S(=O)(=O)c3cccc(C(F)(F)F)c3)c(=O)[nH]2)cc1C	62
Cc1cccc(CC(=O)Nc2ccc3c(c2)CN(C(=O)c2ccco2)CC3)c1	68
CCOC(=O)c1c(SC)nc2c(Cl)cccc2c1Sc1cccs1	55
CCn1c(=O)cc(N2CCN(Cc3ccccc3)CC2)[nH]c1=O	56
O=C(Nc1nnc(-c2cc3ccccc3o2)o1)c1cc2c(ccc3ccccc32)oc1=O	62
O=c1c(-c2ccccc2)c1-c1ccccc1	58&51
CCCc1cc(=O)[nH]c(-n2nc(C)cc2NC(=O)c2ccc(Cl)c([N+](=O)[O-])c2)n1	54
COc1ccc(C(CC(=O)NCc2ccccc2)Sc2n[nH]c(-c3ccc(F)cc3)n2)cc1 (stereo not given)	119
C=CCn1c(-c2sc3nnc(-c4ccccc4)c(-c4ccccc4)c3c2N)n[nH]c1=S	70
COc1ccc(Cc2nnc(SCC(=O)NC(C)C)n2-c2ccc(F)cc2)cc1OC	56

A different layout for part of the listing above.
SMILES,RMI-FANCM inh
O=c1c(-c2ccccc2)c1-c1ccccc1,58&51
COc1ccc(C(CC(=O)NCc2ccccc2)Sc2n[nH]c(-c3ccc(F)cc3)n2)cc1 (stereo not given),119
Cc1ccc(NC(=O)CSc2ncc(S(=O)(=O)c3cccc(C(F)(F)F)c3)c(=O)[nH]2)cc1C,62
O=C(Nc1nnc(-c2cc3ccccc3o2)o1)c1cc2c(ccc3ccccc32)oc1=O,62
Cc1cccc(CC(=O)Nc2ccc3c(c2)CN(C(=O)c2ccco2)CC3)c1,68

(further entries)
SMILES	RMI-FANCM inh
COc1ccc(S(=O)(=O)NCC2CCN(Cc3cccs3)CC2)c(OC)c1	75
O=C(NCCc1ccc(N2CCCC2)cc1)C(=O)Nc1ccc2c(c1)OCO2	80
O=C(Nc1onc2c1CCC2)c1ccc(F)cc1	57
CNc1ccnc(C(=O)O)c1	55
COc1cc(OC)c2c(=O)cc(-c3ccccc3)oc2c1	55
CS/C(Nc1ccccc1)=C(/C#N)C(=O)c1cc(-c2ccccc2)c(C(F)(F)F)s1	49
CCOC(=O)C12CC1/C(=N\O)c1ccccc1O2 (stereo not given)	56
O=C(O)c1cc([N+](=O)[O-])ccc1Sc1cccs1	56
Cc1ccc(S(=O)(=O)Nc2c(Cl)cccc2Cl)c(C)c1F	53
COc1ccc(S(=O)(=O)NCC(c2ccc3c(c2)OCO3)N2CCOCC2)cc1F (stereo not given)	57
CC(C)NC[C@H](O)COc1ccc(CC(N)=O)cc1	59&49
C=CCn1c(SCC(=O)NCc2ccc3c(c2)OCO3)nc2scc(-c3ccc(C)o3)c2c1=O	97

Ordered by count of non-hydrogen atoms (rising): part of the list above
SMILES	RMI-FANCM inh
COc1cc(OC)c2c(=O)cc(-c3ccccc3)oc2c1	55
Cc1cccc(CC(=O)Nc2ccc3c(c2)CN(C(=O)c2ccco2)CC3)c1	68
C=CCn1c(-c2sc3nnc(-c4ccccc4)c(-c4ccccc4)c3c2N)n[nH]c1=S	70

(cont.)
SMILES	RMI-FANCM inh
CCc1ccc(NC(=O)C(=O)NC)cc1	65
O=C(NCCCN1CCN(c2ccccc2)CC1)C12CC3CC(CC(C3)C1)C2	63
CCCCOc1ccc(C(=O)Nc2ncc(S(=O)(=O)c3ccc([N+](=O)[O-])cc3)s2)cc1	56
CN(C)S(=O)(=O)c1ccc(C(=O)NCc2n[nH]c(=O)c3ccccc23)cc1	53
COC(=O)C(C)NC(=O)C12CC3CC(CC(Br)(C3)C1)C2 (stereo not given)	57
CCCCN1C(=O)c2cccc3c(NC(=O)CCS(=O)(=O)c4ccccc4)ccc1c23	69
O=C(NCC1CC(=O)N(c2ccc(F)cc2)C1)Nc1ccc2c(c1)OCO2 (stereo not given)	55
CN[C@H](CC(=O)O)C(=O)O	53&56
O=C(CSc1nc(=O)n(Cc2cccs2)c2c1CCCC2)Nc1ccc2c(c1)OCCO2	61
COCCNc1oc2c(c1-c1cccc(Cl)c1)c(=O)n(C)c(=O)n2C	70
CC(C)(C)S(=O)(=O)/C(C#N)=C/c1ccc(F)c(Cl)c1	55
Cc1nc(C)c(C(=O)N2CCN(c3ccc4nnc(-c5ccco5)n4n3)CC2)s1	62
COc1ccc(-c2nnc3ccc(OCCNC(=O)c4ccc5c(c4)OCO5)nn23)cc1	68
CN1C(=O)c2ccc(NC(=O)c3ccc(Cl)cc3Cl)cc2C1=O	71
O=C1N[C@H](C(=O)O)CS1	57
CCOC(=O)C(=O)N1CCN(c2ccc(OC)nn2)CC1	60
O=c1[nH]c2ccccc2[nH]c1=S	60
O=C(Cn1nc(S(=O)(=O)c2ccccc2)ccc1=O)Nc1ccc(Br)cc1	69
COc1ccc(NC(=O)Cc2csc(SCc3ccc(Cl)cc3)n2)cc1OC	69
Cc1nc(SCc2ccccc2F)[nH]c(=O)c1CC(=O)NCc1ccc2c(c1)OCO2	60
O=C1/C(=C/c2cccc(F)c2)Oc2c1ccc1c2CN(Cc2ccccn2)CO1	19
COc1cc2cc(OCc3c(F)cccc3Cl)nc(C)c2cc1OC	56
O=S(=O)(c1ccc(Cl)s1)N1CCN(c2ccc(-c3ccccc3)nn2)CC1	97
N#Cc1ccsc1NC(=O)C1CCN(S(=O)(=O)c2ccc(Cl)cc2)CC1	72
COc1ccc(NC(=O)c2ccc(S(=O)(=O)C(C)C)cc2)c([N+](=O)[O-])c1	51
CC(=O)Nc1nc(NC(C)=O)nc(N2CCCCC2)n1	62
CC(C)c1ccc(NC(=O)Cc2coc3ccc4ccccc4c23)cc1	80
O=C(Nc1ccc2c(c1)CN(C(=O)c1ccco1)CC2)c1cccc(C(F)(F)F)c1	68
Cc1ccc(-c2nsc(SCC(=O)Nc3cccc([N+](=O)[O-])c3)n2)cc1	67
CCOC(=O)c1c(NC(=O)CCSc2nnc3scc(-c4ccccc4)n23)sc2c1CCCC2	77
O=c1ncn(Cc2cccs2)cc1-c1ccccc1	53
O=C(Nc1ccc(N=Nc2ccccc2)cc1)c1ccccc1Cl	59
COc1ccc(C2(C)NC(=O)N(CC(=O)N3CCCc4ccccc43)C2=O)cc1 (stereo not given)	66
Cc1cc(NC(=O)c2cc(=O)c3ccccc3o2)n(-c2nc3c(c(=O)[nH]2)CCC3)n1	9*
Cc1cc(NC(=O)c2ccc([N+](=O)[O-])o2)n(-c2nc3c(cnn3-c3ccc(Cl)cc3)c(=O)[nH]2)n1	65
O=C(COc1ccc(Cl)cc1)NCC(c1cccc2ccccc12)N1CCOCC1 (stereo not given)	50

Reprinted at random: three entries already listed, in no set order.
SMILES	RMI-FANCM inh
CCOC(=O)C(=O)N1CCN(c2ccc(OC)nn2)CC1	60
CNc1ccnc(C(=O)O)c1	55
COCCNc1oc2c(c1-c1cccc(Cl)c1)c(=O)n(C)c(=O)n2C	70

Next compounds:
SMILES	RMI-FANCM inh
CC(=O)N1CCc2c(sc(N)c2C#N)C1	68
COc1ccc(S(=O)(=O)NCCCc2ccc(N(C)C)cc2)c(C)c1	71
Cn1c(SCc2csc(CS(=O)(=O)c3ccc(Cl)cc3)n2)nnc1C(F)(F)F	56
O=C(NCCn1ncc2c(N3CCOCC3)ncnc21)c1ccc(F)cc1	65
CC(C(=O)NN)n1nnc(N2CCOCC2)n1 (stereo not given)	57
COc1ccc(-c2cn3c(C(=O)N4CCN(c5ccccc5F)CC4)csc3n2)cc1	73
COc1ccc(CCNC(=O)NNC(=O)c2cccn(Cc3cccc(F)c3)c2=O)cc1	64
CSc1ccccc1NC(=O)C(=O)N1CCN(c2ccccc2)CC1	51
CC(C)(C)C(=O)/C(C#N)=C/Nc1cccc2nsnc12	62
Cc1cc(S(=O)(=O)Nc2ccc3c(c2)CN(C(=O)C2CC2)CC3)ccc1F	65
CNC(=O)C(=O)Nc1ccc(F)c(Cl)c1	89
CC1CCN(S(=O)(=O)c2ccc(C(=O)Nc3nc4c(Cl)cccc4s3)cc2)CC1	71

Looked up above:
RMI-FANCM inh result of CC(=O)N1CCc2c(sc(N)c2C#N)C1 : 68
RMI-FANCM inh result of COc1ccc(S(=O)(=O)NCCCc2ccc(N(C)C)cc2)c(C)c1 : 71
RMI-FANCM inh result of COc1ccc(CCNC(=O)NNC(=O)c2cccn(Cc3cccc(F)c3)c2=O)cc1 : 64
RMI-FANCM inh result of CC(C)(C)C(=O)/C(C#N)=C/Nc1cccc2nsnc12 : 62
RMI-FANCM inh result of CC(C(=O)NN)n1nnc(N2CCOCC2)n1 (stereo not given) : 57

(cont.)
SMILES	RMI-FANCM inh
COC(=O)c1ccc(CN2C(=O)CSC2=O)o1	63
O=C(c1cn(-c2ccccc2)nc1-c1ccc(Cl)cc1)N1CCOCC1	62
O=C(c1ccccc1)N1CCCC(c2nnc(-c3cccs3)o2)C1 (stereo not given)	61
O=C(c1ccc(OCCN2CCCCC2)cc1)c1c(-c2ccc(O)cc2)sc2cc(O)ccc12	65&59&74
Cc1noc(C)c1S(=O)(=O)Nc1ccc(CN2CCS(=O)(=O)CC2)cc1	62
CN(C)S(=O)(=O)c1ccc(C(=O)Nc2nnc(-c3ccc4c(c3)OCO4)o2)cc1	67
O=c1c(-c2ccccc2)coc2cc(O)ccc12	53
CCOC(=O)c1c(N=CC2=C(O)CC(c3cccs3)CC2=O)sc(C)c1C (stereo not given)	-21
O=C(NCC(c1ccsc1)N1CCCCCC1)C(=O)Nc1ccc2c(c1)OCO2 (stereo not given)	56
CCOC(=O)c1c(NC(=O)c2ccc(F)c(F)c2)sc2ccccc12	70
O=C(COc1cccc2ccccc12)Nc1ncc(-c2ccc([N+](=O)[O-])cc2)s1	59
O=C(Cn1c(-c2ccncc2)nc2ccccc21)Nc1cccc(C(F)(F)F)c1	61
Cn1c(=O)c2c(ncn2CC(COC(=O)c2ccco2)OC(=O)c2ccco2)n(C)c1=O (stereo not given)	62
COc1ccc(Cl)cc1NC(=O)Cn1c(C)nc2c(sc3cccc(F)c32)c1=O	107
O=C1CCC(=O)N1c1ccccc1N1CCOCC1	57
O=c1[nH]c(=O)n([C@H]2C[C@H](O)[C@@H](CO)O2)cc1/C=C/Br	60
COC(=O)C(=O)CC(=O)c1ccc(OC)cc1OC	61
COc1ccccc1CCNC(=O)c1csc(Nc2ccc(S(C)(=O)=O)cc2)n1	65
O=c1cccnn1CCCNS(=O)(=O)c1ccccc1C(F)(F)F	59
O=C(ON(Cc1c(F)cccc1Cl)Cc1c(F)cccc1Cl)c1ccc(Cl)cc1	61
O=C1C=CC(=O)C(c2ccc(Br)cc2)=C1	42
Cn1c(Cc2nn(C)c(=O)c3ccccc23)nnc1SCC(=O)Nc1ccc(Cl)cc1Cl	63
Cc1ccc(S(=O)(=O)N(CC(O)Cn2c3ccccc3c3ccccc32)c2ccc3ccccc3c2)cc1 (stereo not given)	58

Only part of the results is shown (hit frequency here may not be typical).
